Source: PubChem BioAssay (The Scripps Research Institute Molecular Screening Center)
TEAD-YAP inh – TEAD-YAP interaction inhibition; 640,000 tested, 1.4% active; inhibition, % at 9.12 µM; HEK-TIYL cells, TEAD-Gal4/YAP UAS-luciferase luminescence; in the data active = inhibition above about 32%;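 also: 0% = median of test compound wells and 100% = reference inhibitor wells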
MITF inh – blocks human microphthalmia-associated transcription factor; AlphaScreen MITF homodimerization, bead proximity signal; inhibition, % at 2.6 µM; 650,000 tested, 0.91% active; O75030; AID 1259374; in the data active = inhibition above about 50%;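 also: 0% = vehicle wells with protein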
Target sequence (O75030 whole entry, looked up): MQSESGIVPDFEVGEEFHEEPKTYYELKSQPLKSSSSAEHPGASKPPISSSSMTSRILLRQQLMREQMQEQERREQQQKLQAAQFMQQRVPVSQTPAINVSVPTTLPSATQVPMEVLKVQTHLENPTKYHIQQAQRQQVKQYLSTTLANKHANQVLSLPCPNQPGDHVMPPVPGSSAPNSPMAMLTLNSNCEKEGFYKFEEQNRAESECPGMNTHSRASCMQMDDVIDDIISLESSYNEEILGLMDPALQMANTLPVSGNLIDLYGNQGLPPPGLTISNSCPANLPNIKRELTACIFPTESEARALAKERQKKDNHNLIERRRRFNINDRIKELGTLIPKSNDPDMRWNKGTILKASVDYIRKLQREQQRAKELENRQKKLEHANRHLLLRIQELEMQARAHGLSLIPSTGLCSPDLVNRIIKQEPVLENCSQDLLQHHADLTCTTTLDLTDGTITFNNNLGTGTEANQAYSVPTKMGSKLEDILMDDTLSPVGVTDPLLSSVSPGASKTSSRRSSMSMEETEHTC
GPR151 activ – activators of human GPR151 | PathHunter beta-arrestin GPR151 cells, luminescence | activation, % at 11.2 µM | 650,000 tested, 1% active; in the data active = activation above about 4.9%;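 also: 0% = median of compound wells and 100% = cells with positive control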
Target sequence (Q8TDV0 whole entry, looked up): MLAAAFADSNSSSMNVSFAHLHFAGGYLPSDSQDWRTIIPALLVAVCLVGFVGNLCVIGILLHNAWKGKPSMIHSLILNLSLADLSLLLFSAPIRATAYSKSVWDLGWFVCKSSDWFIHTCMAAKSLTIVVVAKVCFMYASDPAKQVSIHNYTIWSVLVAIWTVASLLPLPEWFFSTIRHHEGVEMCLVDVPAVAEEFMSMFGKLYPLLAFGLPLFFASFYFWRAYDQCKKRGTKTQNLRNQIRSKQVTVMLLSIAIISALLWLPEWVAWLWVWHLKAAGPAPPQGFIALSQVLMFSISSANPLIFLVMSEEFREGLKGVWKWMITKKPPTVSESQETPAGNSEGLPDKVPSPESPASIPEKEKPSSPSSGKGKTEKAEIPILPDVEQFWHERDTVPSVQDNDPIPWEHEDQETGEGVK
FBW7 act – activators of human E3 ligase FBW7. AlphaScreen FBW7–phospho-cyclin E peptide binding, activator screen. 650,000 tested, 0.13% active. Q969H0. normalized activity (activation), % at 26.1 µM; in the data active = normalized activity above about 1.9%;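 also: purified mutant Fbw7 with reduced substrate affinity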
Starred values were filed as active, the others as inactive; & = joins results of further samples.

item | structure | TEAD-YAP inh | MITF inh | GPR151 activ | FBW7 act
1 | CCOC(=O)Cc1ccc(N(Cc2ccccc2Cl)S(=O)(=O)c2ccc(Br)cc2)cc1 | -7.0 | -9.6 | -0.9 | 0.0
2 | Nc1nc(SCC(=O)NCCc2ccccc2)[nH]c(=O)c1NC(=O)c1ccco1 | -4.5 | 10.8 | 1.1 | -0.3
3 | CSc1ccccc1C(=O)Nc1nc(-c2ccncc2)cs1 | -8.9 | 3.2 | -1.0 | -0.1
4 | CC(C)(C)c1cc(-n2c(-c3cccnc3)nc3ccc([N+](=O)[O-])cc32)cc(C(C)(C)C)c1O | 7.5 | -3.5 | 0.4 | -0.1
5 | O=[N+]([O-])c1ccc2nn(-c3ccccc3)cc2c1 | -69.4 | 8.4 | -2.4 | -0.2
6 | CCN1C(c2ccc(F)cc2)=CS/C1=C(/C#N)c1nnc2n1CCCCC2 | -3.7 | 5.8 | 1.7 | -0.1
7 | Cc1nc(CN2CCCC2=NC#N)n(-c2ccccc2)n1 | 5.9&3.9 | -28.2&1.6 | 0.2&-0.4 | 0.0&0.1
8 | CCOc1ccc(N(CC(=O)N2CCN(c3ccccc3)CC2)S(=O)(=O)c2ccc(SC)cc2)cc1 | 1.2 | -3.9 | 0.6 | -0.4
9 | CCOCCOC(=O)c1ccc(NC(=O)c2cccnc2)cc1 | 12.3 | 2.7 | -0.6 | -0.3
10 | CC/C(C)=N/NC(=O)CNS(=O)(=O)c1ccc(Cl)cc1 | 3.6 | 10.1 | -0.6 | 0.3
11 | Clc1ccc(-c2csc3c4ncnc-4ncn23)cc1 | -6.8 | 1.3 | 0.4 | -0.1
12 | COc1cccc(CN(CC(=O)NCc2ccccc2)C(=O)c2csnn2)c1 | -8.6 | 2.2 | -0.7 | -0.1
13 | O=C(Nc1cccc(Cl)c1Cl)C1CC(=O)N(c2ccc(F)cc2)C1 (stereo not given) | -3.1 | 25.3 | -1.7 | 0.0
14 | Cn1c(=O)c2c(SCCO)nc(-c3cccc([N+](=O)[O-])c3)nc2n(C)c1=O | -5.4 | -0.1 | -1.1 | 0.9
15 | O=C(Nc1nc(-c2cc([N+](=O)[O-])cs2)cs1)c1ccc(S(=O)(=O)N2CCCC2)cc1 | 2.3 | 18.8 | 2.9 | 1.7

4 entries out of the list, ordered by length of the SMILES, lowest first.
item | structure | TEAD-YAP inh | MITF inh | GPR151 activ | FBW7 act
10 | CC/C(C)=N/NC(=O)CNS(=O)(=O)c1ccc(Cl)cc1 | 3.6 | 10.1 | -0.6 | 0.3
12 | COc1cccc(CN(CC(=O)NCc2ccccc2)C(=O)c2csnn2)c1 | -8.6 | 2.2 | -0.7 | -0.1
2 | Nc1nc(SCC(=O)NCCc2ccccc2)[nH]c(=O)c1NC(=O)c1ccco1 | -4.5 | 10.8 | 1.1 | -0.3
8 | CCOc1ccc(N(CC(=O)N2CCN(c3ccccc3)CC2)S(=O)(=O)c2ccc(SC)cc2)cc1 | 1.2 | -3.9 | 0.6 | -0.4

(cont.)
item | structure | TEAD-YAP inh | MITF inh | GPR151 activ | FBW7 act
16 | CCC1(CCC(=O)NCc2cn[nH]c2-c2ccccc2)CCC(=O)N1 (stereo not given) | -9.4 | -10.5 | 0.0 | 0.0
17 | CCCCNC(=O)c1c[nH]c2ccc(S(=O)(=O)N(C)c3ccccc3C)cc2c1=O | -1.2 | -4.7 | 0.4 | -0.1
18 | CCCc1c(C(=O)OCC)nnn1-c1ccc(C(F)(F)F)cc1[N+](=O)[O-] | 7.8 | 14.6 | -0.8 | 0.8
19 | O=C(/C=C/c1ccccc1)CC(=O)c1ccccc1O | -58.7 | -7.6 | -2.6 | 0.9
20 | COCCN1C(=O)CC(CC(=O)N2CCCC(OC)C2)(c2cccc(OC)c2)C1=O (stereo not given) | -5.8 | 9.6 | -0.6 | 0.2
21 | COc1cc2c(cc1OC)C(C(=O)NCc1cccnc1)C(c1cccnc1)N(C)C2=O (stereo not given) | -4.2 | -0.7 | 0.5 | -0.1
22 | CN(CC(=O)N1CCN(c2ccccc2F)CC1)S(=O)(=O)c1cnc[nH]1 | -3.5 | -11.6 | -0.4 | -0.2
23 | Cc1nnc(NC(=O)Cc2cccs2)s1 | -1.9 | -3.2 | -0.7 | -0.1
24 | O=c1[nH]c(O)c(C=NC2CCCCCC2)c(=O)[nH]1 | 0.2 | 2.8 | 2.2 | -0.1
25 | COc1ccccc1/C=C(/NC(=O)c1ccccc1)C(=O)N1CCCCCC1 | -7.6 | -7.3 | -0.7 | 0.1
26 | Cc1ccc(S(=O)(=O)Nc2cc(C(C(=O)OC(C)C)C(=O)C(F)(F)F)c(O)c3ccccc23)cc1 (stereo not given) | 4.6 | 2.3 | 0.7 | 0.0
27 | COc1ccc(-c2ccc(/C=C3/SC(=Nc4ccc(C)cc4C)NC3=O)o2)c([N+](=O)[O-])c1 | -4.9 | 12.9 | -0.8 | -0.2
28 | CCOc1ccc(C(=O)NCc2ccc(OC(C)C)cc2)cc1OC | -1.8 | 7.3 | 2.5 | -0.2
29 | O=C(CN(Cc1ccc(Br)cc1)S(=O)(=O)c1ccccc1)Nc1ccccc1F | 7.7 | 12.4 | 0.6 | 0.4
30 | CCOC(=O)c1cc([N+](=O)[O-])sc1NC(=O)c1ccc(S(=O)(=O)N2CC3(C)CC2CC(C)(C)C3)cc1 (stereo not given) | -1.2 | 12.2 | 0.2 | 0.1
31 | CC(=O)Nc1ccc(-c2sc(NC(=O)C3COc4ccccc4O3)nc2-c2ccncc2)cc1 (stereo not given) | -3.7 | 13.3 | -0.2 | 0.3
32 | COc1ccc(Br)cc1C(=O)N/C(=C\c1ccc([N+](=O)[O-])cc1)C(=O)Nc1ccc(F)c(Cl)c1 | -4.2 | 1.1 | 0.1 | -0.1
33 | CCOC(=O)CCN(Cc1cc(OC)ccc1OC)C(=S)Nc1ccc(CC)cc1 | -11.7 | 11.5 | 1.3 | 0.4
34 | COc1ccc(C(=O)Oc2ccc(Cl)c3cccnc23)cc1OC | 10.6 | -2.3 | -0.2 | -0.7
35 | COc1ccc(OC)c(/C=C2\N=C(c3ccc(C(C)(C)C)cc3)OC2=O)c1 | -1.3 | -3.5 | 0.5 | 0.0
36 | C/C=C/c1cccc(/C=N/NC(=O)c2ccc(=O)[nH]n2)c1O | 12.9 | 17.1 | 0.4 | -0.1
37 | COc1cc(-c2nnc(SCC(=O)N3CCCc4ccccc43)o2)cc(OC)c1OC | 10.1 | 9.6 | -0.7 | 0.2
38 | O=C(C1CC1)N1CCN(c2nc3ccccc3o2)CC1 | -19.4 | 7.2 | 0.4 | -0.1
39 | COc1cc(SC)ccc1C(=O)NCCc1ccc(F)cc1 | -44.0 | -9.3 | -0.6 | 0.2
40 | COc1ccc(NC(=S)N(Cc2ccccc2Cl)C2CCCC2)cc1Cl | -5.8 | 6.6 | 1.3 | -0.2
41 | COc1cccc(C2CC(=O)N3C(=C2C#N)SCC3(O)c2ccc(F)cc2)c1OC (stereo not given) | -14.7 | 10.2 | -1.3 | 0.6
42 | CCOc1ccccc1Nc1nnc(SCC(=O)Nc2ccc(C(N)=O)cc2)s1 | 1.4 | 9.7 | -7.2 | 0.5
43 | C=CCN(CC=C)S(=O)(=O)c1ccc(NC(=O)Nc2ccccc2)cc1 | 9.0 | 9.8 | 1.6 | 0.1
44 | COC(=O)c1cccc(NS(=O)(=O)c2ccc(OC)c(OC)c2)c1C | -0.8 | 5.1 | -0.7 | 0.0
45 | Cc1ccccc1C1(CC(=O)N(C)C2CCOCC2)CC(=O)N(Cc2ccccc2)C1=O (stereo not given) | 3.9 | 16.7 | -0.2 | -0.1
46 | CC(c1ccccc1)C1CC(=O)N(c2ccc(C(=O)O)cc2)C1=O (stereo not given) | -11.2 | 11.1 | 0.6 | -0.2
47 | CCc1ccccc1-n1c(C)c(C)n2c3c(=O)n(CC(=O)OC)c(=O)n(C)c3nc12 | 3.9 | -5.8 | 0.6 | -0.1
48 | Cc1cccc(N2CCN(C(=O)Cn3ncc4c5ccccc5n(C)c4c3=O)CC2C)c1 (stereo not given) | -2.9 | 6.3 | 0.9 | -0.1
49 | S=C1SC(c2ccccc2)(c2ccccc2)c2ccccc21 | -19.5 | -0.5 | -0.6 | -1.1
50 | COc1ccc2nc(NC(=O)COC(=O)CN3C(=O)c4ccccc4C3=O)sc2c1 | -18.7 | 0.3 | -1.7 | 0.6
51 | COc1cccc(-n2ccc3ccccc32)c1 | -7.8 | 4.0 | 0.4 | -0.2
52 | CCOC(=O)c1ccc(CN(Cc2ccc(Br)cc2)S(=O)(=O)c2ccc(F)c(C(=O)Nc3cccc(F)c3)c2)cc1 | 5.6 | -11.7 | 1.5 | -0.1
53 | C=CCOc1ccccc1/C=N/NC(=O)C(O)c1ccc(Br)cc1 (stereo not given) | 1.1 | -6.9 | 0.5 | 0.0
54 | CSc1ccc(CN2C[C@H](Sc3nccn3C)C[C@H]2C(=O)N(C)C)cc1 | 10.2 | 2.0 | 1.2 | 0.0
55 | O=C(Nc1nnc(-c2cccnc2)s1)c1ccccc1Br | -1.4 | 0.2 | 1.1 | 0.0
56 | COCCN1C(=O)/C(=C\c2ccc(SC)cc2)C(C(=O)OC)=C1C | 2.2 | 14.7 | 0.3 | 0.0
57 | O=C(N(CC1=CCS(=O)(=O)C1)c1ccccc1)C12CC3CC(CC(C3)C1)C2 | -3.9 | -1.0 | -1.0 | -0.1
58 | Cc1ccc(-c2nc3cnccn3c2Nc2ccccc2)o1 | -23.2 | 8.3 | -0.6 | 0.0
59 | Cc1ccc(NC(=O)c2c(NC(=O)c3ccccc3)sc3c2CCCC3)cc1C | -29.4 | -8.7 | 0.3 | 0.0
60 | CCNC(=S)N/N=C(\C)c1cccs1 | -1.3 | 9.1 | -3.3 | 0.1
61 | Fc1ccc(CNCc2ccccc2Cl)cc1 | -1.2 | 31.5 | 0.7 | -0.1
62 | CC(C)C(=O)NCCn1nc(-c2cccs2)ccc1=O | 3.7 | 10.2 | -0.4 | 0.2
63 | CC(C)(CN=C1NS(=O)(=O)c2ccccc21)CNC(=O)c1ccccc1Cl | 15.8 | 8.4 | -0.3 | 0.0
64 | CCSc1nc2sccn2c(=O)c1C(=O)Nc1cc(OC)c(OC)c(OC)c1 | 6.6 | 12.6 | 0.2 | -0.4
65 | O=C(Oc1ccc2oc(=O)sc2c1)c1ccccc1 | -7.7 | -4.0 | 0.4 | -0.1
66 | COc1ccc(COC(=O)N/N=C/c2cccs2)cc1 | -34.1 | 1.0 | 0.4 | 0.3
67 | CCCCC1(O)C(C)C(c2ccccc2)NC(c2ccccc2)C1CCC (stereo not given) | 4.7 | 1.1 | -0.6 | 1.0
68 | Cc1onc(-c2c(Cl)cccc2Cl)c1C(=O)NC1CCCCCCC1 | -7.6 | -6.5 | -0.5 | -0.1
69 | Clc1cc2c(cc1CSc1ncnc3nc[nH]c13)OCO2 | -1.0 | 4.6 | -2.6 | 0.6
70 | COc1ccc(-c2nc(Nc3ccc(N4CCOCC4)cc3)c3[nH]cnc3n2)cc1 | 64.2* | -5.4 | 0.0 | -0.3
71 | CCN(CC)CCn1c(=S)[nH]c2cc(C(=O)NCCC(C)C)ccc2c1=O | -7.2 | -16.7 | 0.3 | -0.1
72 | CCOc1ccc(S(=O)(=O)NCc2ccccc2OC)cc1 | 6.0 | 10.7 | 2.2 | 0.0
73 | Cc1cccc(OCC(=O)N2CCN(S(=O)(=O)c3ccc(F)cc3)CC2)c1 | -1.0 | -0.4 | -0.6 | 0.0
74 | C=CCSc1nc(-c2cccc(OC)c2)c(C#N)c(=O)[nH]1 | 6.9 | 2.6 | 1.2 | 0.0
75 | CC(C)CCN(CC(=O)Nc1ccc(N2CCOCC2)cc1)S(=O)(=O)c1ccccc1 | 13.3 | 0.2 | 1.0 | 0.0

Some values from the list.
compound 61 in MITF inh = 31.5
compound 64 in TEAD-YAP inh = 6.6
compound 66 in MITF inh = 1.0
compound 74 in GPR151 activ = 1.2
compound 67 in TEAD-YAP inh = 4.7

Next part:
item | structure | TEAD-YAP inh | MITF inh | GPR151 activ | FBW7 act
76 | Cc1ccc(-c2c(NCc3ccc(F)cc3)c(=O)c2=O)cc1C | -0.2 | 7.0 | 3.1 | 0.5
77 | CCCCNC(=O)c1c(C)cc(Cl)nc1Cl | -2.1 | -0.4 | 0.2 | -0.1
78 | N#Cc1cccc(S(=O)(=O)N2CCc3nc(-c4cccnc4)nc(N4CCCC4)c3C2)c1 | -3.1 | 0.9 | 1.4 | -0.1
79 | Cc1cccc(-n2nc3c(c2NC(=O)CCC2CCCCC2)CSC3)c1C | -2.0 | 0.5 | 3.1 | -0.1
80 | C=CCN1C(=O)/C(=c2/sc3nc4ccccc4n3c2=O)c2cc(Br)ccc21 | 3.6 | -7.3 | -0.9 | -0.5
81 | CC(C)COc1ccc(S(=O)(=O)NNC(=O)c2cc3ccccc3o2)cc1 | 9.7 | 9.1 | 3.4 | 1.0
82 | CCN(CC)C(=O)CN(c1ccccc1C)S(=O)(=O)c1ccc(C)cc1 | -2.1 | 3.8 | -0.2 | 0.1
83 | CC(C)n1cnc2c(N)nc(N3CCN(c4ccccn4)CC3)nc21 | -4.1 | 17.5 | -0.7 | 0.1
84 | Cc1ccccc1C(=O)OCCN1C(=O)c2cccc3c(N4CCCCC4)ccc(c23)C1=O | 5.8 | 12.9 | 1.8 | 0.8
85 | CC(C)(C)c1ccc(OCC(=O)NCCCN2CCOC(c3ccccc3)C2)cc1 (stereo not given) | 11.0 | -3.8 | -1.5 | 0.0
86 | CCOc1cc(CN2Cc3ccccc3OC(C)C2)ccc1OC (stereo not given) | -0.9 | -0.6 | -0.6 | 0.1
87 | O=C1OC(c2ccccc2)=N/C1=C/c1cc(Br)cs1 | 11.8 | -0.4 | 0.1 | -0.1
88 | Fc1ccc2c(c1)nc(N1CCCC1)c1nccn12 | -18.4 | -1.6 | 1.1 | 0.1
89 | CCOC(=O)CNC(=O)CSc1nc2c(c(=O)n1C)SCC2 | -5.0 | 1.2 | 2.5 | 0.0
